HT1080 IDH1KD tx: qHTS for induction of synthetic lethality in tumor cells producing 2HG: qHTS for the HT-1080-IDH1KD cell line; Potency, µM (series often up to 46.1 µM), without a hit: at the top dose activity, negative = toxicity, hits mostly cytotoxic; HT-1080 IDH1 knockdown viability, ATP luminescence, 48 h; 360,000 compounds, 2% hits;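 note: potency is the fitted concentration of half-maximal effect; 0% = DMSO wells and -100% = cell-free medium wells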
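Assay cells: HT-1080 with IDH1 knockdown, 750 per well, RPMI/5% FBS. Exposure: 48 h at 37 °C following 2 h pre-incubation. Read: CellTiter-Glo luminescence; fitted concentration-response, curve class assigned.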
ATXN2 expr inh: Primary qHTS for Inhibitors of ATXN expression; HEK-293 ATXN2-luciferase reporter, luminescence, 24 h; Potency, µM (doses to about 57 µM), for the others: top-dose activity change, negative = inhibition, usual class: inhibitors; 360,000 compounds, 0.72% hits; note: potency is the fitted concentration of half-maximal effect; % is set by controls: 0 for no effect and ±100 for the full control effect; nearly all actives have a fitted effect of over 55% in size
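qHTS (up to 57 uM final) was run with 24 h compound exposure of reporter cells at 37 °C. Each well was multiplexed: SteadyGlo luminescence measured ATXN2-luciferase expression after a fluorogenic Gly-Phe-AFC viability readout (25 uM final).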
MCF10A rereplic: A quantitative high throughput screen for small molecules that induce DNA re-replication in MCF 10a normal breast cells; MCF 10A DNA re-replication, Hoechst nuclear intensity, 48 h; Potency, µM (top dose mostly 46.1 µM), for inactives: at the top dose activity, positive = re-replication, usual class: activators; 350,000 compounds, 2.9% hits; note: potency is the fitted concentration of half-maximal effect; % of control where 0% means no effect; nearly all actives have a fitted effect of over 50% in size
KB-3-1 cytotox: qHTS assay for MDR1-selective chemotherapeutics: Primary screen using the parental adenocarcinoma cell KB-3-1; KB-3-1 viability, CellTiter-Glo ATP luminescence, 72 h; Potency, µM (doses to about 46.1 µM), inactives show top-dose activity change, negative = cytotoxic, hits mostly cytotoxic; 400,000 compounds, 1.4% hits; AID 1347075, 2019; note: potency is the fitted concentration of half-maximal effect; % is set by controls: 0 for no effect and ±100 for the full control effect; nearly all actives have a fitted effect of over 60% in size
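Luminescent ATP read-out (CellTiter-Glo) measures survival of drug-naive KB-3-1 cells after 72 h compound exposure at 37 °C. Titration series was screened from lowest to highest concentration, with DMSO vehicle plates as background controls.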
IL1B secr inh: qHTS for Inhibitors of Inflammasome Signaling: IL-1-beta AlphaLISA Primary Screen; 360,000 compounds, 4.7% hits; activity change, % at 57.5 µM; THP-1 LPS/ATP IL-1B secretion, AlphaLISA, 16 h; hits give low values; in the data active = activity change below about -50%; inconclusive = mostly about -30% to -49%; note: % is set by controls: 0 for no effect and ±100 for the full control effect
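Secreted IL-1B measured by AlphaLISA bead assay after 16 h compound exposure of THP-1 cells; compounds (final up to 57.5 uM) added 1 h before LPS (250 ng/mL) and ATP (1.25 mM) stimulation; lower signal means less secretion.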
SW480 rereplic: A quantitative high throughput screen for small molecules that induce DNA re-replication in SW480 colon adenocarcinoma cells. AID 624297, 2012. 340,000 compounds, 1.8% hits. SW480 DNA re-replication, Hoechst DNA content imaging, 48 h. Potency, µM (highest dose often 46.1 µM), without a hit: at the highest dose re-replication activation, actives largely listed as activators; note: potency is the fitted concentration of half-maximal effect; % of control where 0% means no effect; nearly all actives have a fitted effect of over 55% in size
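Per well, 250 cells were exposed to pinned compound for 48 hr. Nuclear DNA was visualised with Hoechst (40 min, 37 C) and total object intensity recorded by fluorescence scanning.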
HT1080-NT tox: qHTS for induction of synthetic lethality in tumor cells producing 2HG: qHTS for the HT-1080-NT fibrosarcoma cell line. HT-1080-NT fibrosarcoma viability, CellTiter-Glo ATP luminescence, 48 h. Potency, µM (titrated, usually from 46.1 µM), inactives show at the highest dose activity, negative = less viability, actives largely listed as cytotoxic. 360,000 compounds, 1.6% hits. AID 686970, 2013;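 note: NT is the 2HG producing partner of a matched IDH1 knockdown line; potency is the fitted concentration of half-maximal effect; 0% = DMSO-treated cells and -100% = media-only wells without cells; nearly all actives have a fitted effect of over 55% in size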
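HT-1080-NT; 750 cells/well; 5% FBS RPMI; 48 h compound, 37 degrees C; CellTiter-Glo luminescence; curve fitting and curve-class assignment.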
KB-V1 cytotox: qHTS assay for MDR1-selective chemotherapeutics: Primary screen using the drug-selected MDR subline cells KB-V1 | KB-V1 MDR cells viability, CellTiter-Glo, 72 h | Potency, µM (series often up to 46.1 µM), for inactives: top-dose activity change, negative = cytotoxicity, hits mostly cytotoxic | 400,000 compounds, 3.4% hits | AID 1347076, 2019; note: potency is the fitted concentration of half-maximal effect; % is set by controls: 0 for no effect and ±100 for the full control effect; nearly all actives have a fitted effect of over 60% in size
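Cells of the MDR subline KB-V1 are plated, dosed with compound at multiple concentrations, and incubated 72 h at 37 degrees C; CellTiter-Glo is then added and luminescence read after 10 min.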
WRN helicase inh: qHTS for Inhibitors of WRN Helicase | Bifunctional 3'-5' exonuclease/ATP-dependent helicase WRN (Homo sapiens), Q14191 | WRN helicase unwinding, fluorescent forked duplex, kinetic | Potency, µM (titrated, usually from 114 µM), for inactives: at the highest dose activity change, negative = inhibition, hits mostly inhibitors | 360,000 compounds, 0.46% hits | AID 651768, 2012; note: potency is the fitted concentration of half-maximal effect; % is set by controls: 0 for no effect and ±100 for the full control effect; nearly all actives have a fitted effect of over 55% in size
Target sequence (Q14191 whole entry, looked up): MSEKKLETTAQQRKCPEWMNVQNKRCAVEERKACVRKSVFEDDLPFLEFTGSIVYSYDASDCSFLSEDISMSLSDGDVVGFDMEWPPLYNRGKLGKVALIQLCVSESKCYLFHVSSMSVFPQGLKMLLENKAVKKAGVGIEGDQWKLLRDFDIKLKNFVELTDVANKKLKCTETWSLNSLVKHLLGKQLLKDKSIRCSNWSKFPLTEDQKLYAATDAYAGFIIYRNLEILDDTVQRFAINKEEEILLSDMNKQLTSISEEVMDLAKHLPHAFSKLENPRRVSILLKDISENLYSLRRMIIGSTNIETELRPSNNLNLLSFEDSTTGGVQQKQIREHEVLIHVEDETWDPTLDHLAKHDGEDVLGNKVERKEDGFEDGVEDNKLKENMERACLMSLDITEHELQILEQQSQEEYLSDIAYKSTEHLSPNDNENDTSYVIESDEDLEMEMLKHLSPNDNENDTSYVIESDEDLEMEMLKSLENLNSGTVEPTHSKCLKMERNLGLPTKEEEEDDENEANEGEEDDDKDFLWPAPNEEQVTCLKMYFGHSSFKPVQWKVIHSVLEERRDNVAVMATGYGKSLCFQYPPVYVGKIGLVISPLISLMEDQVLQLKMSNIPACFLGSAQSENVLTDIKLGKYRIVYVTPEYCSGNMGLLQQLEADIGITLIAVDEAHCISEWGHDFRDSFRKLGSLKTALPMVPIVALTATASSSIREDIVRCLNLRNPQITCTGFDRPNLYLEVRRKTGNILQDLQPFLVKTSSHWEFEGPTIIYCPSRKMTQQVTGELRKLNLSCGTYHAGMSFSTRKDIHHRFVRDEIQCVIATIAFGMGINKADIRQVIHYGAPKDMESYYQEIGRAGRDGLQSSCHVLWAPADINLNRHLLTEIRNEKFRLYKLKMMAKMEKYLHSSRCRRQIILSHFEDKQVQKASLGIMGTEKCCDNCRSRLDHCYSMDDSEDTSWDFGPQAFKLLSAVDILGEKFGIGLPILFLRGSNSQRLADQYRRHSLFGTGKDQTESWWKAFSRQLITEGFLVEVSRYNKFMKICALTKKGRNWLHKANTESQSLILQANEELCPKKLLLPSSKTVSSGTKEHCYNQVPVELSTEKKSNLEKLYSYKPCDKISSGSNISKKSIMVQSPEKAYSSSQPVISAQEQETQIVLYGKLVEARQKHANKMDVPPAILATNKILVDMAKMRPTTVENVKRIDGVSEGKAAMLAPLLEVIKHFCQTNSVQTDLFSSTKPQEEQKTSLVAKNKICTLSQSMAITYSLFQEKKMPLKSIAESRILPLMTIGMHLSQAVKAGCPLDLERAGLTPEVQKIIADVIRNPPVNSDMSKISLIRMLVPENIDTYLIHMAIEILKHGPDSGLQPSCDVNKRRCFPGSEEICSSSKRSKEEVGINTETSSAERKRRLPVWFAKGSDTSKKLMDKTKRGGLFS
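WRN at 20 nM final preincubated with compound 15 min at room temperature; reaction started with 100 nM fluorophore/quencher forked duplex oligonucleotide and 2 mM ATP final. Unwinding followed kinetically by red fluorescence (ex 525, em 598 nm).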
* marks the source's active call; other numbers are inactive results; i = inactive; ? = inconclusive; . = no result given; & = joins results of further samples; [ ] = remark or other dose. Unless noted, calls come from the whole dose curve; as a rule, active = well fitted curve in the direction sought with a large enough effect; inconclusive = small, poorly fitted or top-dose-only effect, or another doubt; inactive = no such curve, though single readings can be large; an effect the other way counts as inactive or inconclusive. Compounds as they come; any-hit rate near 12%.

SMILES	HT1080 IDH1KD tx	ATXN2 expr inh	MCF10A rereplic	KB-3-1 cytotox	IL1B secr inh	SW480 rereplic	HT1080-NT tox	KB-V1 cytotox	WRN helicase inh
CCOC(=O)c1cc(-c2nnc(SCC(=O)Nc3ccc(F)cc3)o2)c(C)nc1C	-18.5%	-4.2%	?	9.0%	32.2	-11.2%	-8.7%	0.8%	-2.7%
CC(OC(=O)CCN=C1NS(=O)(=O)c2ccccc21)C(=O)Nc1ccc(S(N)(=O)=O)cc1 (centres undefined)	7.0%	-6.6%	4.8%	-1.8%	7.5	-0.9%	16.1%	-6.3%	-0.9%
Cc1c(O)ccc(C(=O)CN2CCN(Cc3ccc4c(c3)OCO4)CC2)c1O	9.1%	-10.2%	3.2%	-25.7%	33.7	-59.6%[inhibitor]	-3.4%	23.1µM*	-1.0%
CCCCn1c(N)c(N(CC(C)C)C(=O)c2cc(S(=O)(=O)N3CCOCC3)ccc2Cl)c(=O)[nH]c1=O	1.7%	2.9%	2.4%	-6.2%	3.8	-4.6%	-2.0%	2.8%	8.0%
CC(C)c1ccc(C(=O)Nc2ccc(S(=O)(=O)NC3=NCCCCC3)cc2)cc1	?	.	.	-6.9%	-16.9	.	-28.9%	-9.3%	-6.4%
CC(C)C[C@@H](CN1C(N)=NC[C@@H]1C)NC(=O)CC12CC3CC(CC(C3)C1)C2	-0.1%	10.5%	1.1%	15.8%	22.9	-0.4%	-1.2%	12.5%	-3.7%
CCCc1nc(N)c(C#N)c(N)c1C#N	-11.0%	0.4%	?	?	35.5	-3.0%[9.22 µM]	1.1%	0.0%	-9.7%
CC(=O)Nc1ccc2nc(NC(=O)c3cccs3)sc2c1	-2.9%	-11.6%	12.4%	-9.4%	-11.6	0.6%	-17.7%	-16.8%	-24.8%
Cc1ccc(C)c(OCC(=O)Nc2nonc2NC(=O)COc2cc(C)ccc2C)c1	?	?	?	-19.4%	51.7	11.3%	?	?	-8.8%
COCCNC(=O)CNC(=S)N(CCCN1CCOCC1)Cc1cccs1	11.1%	-13.6%	-0.3%	-4.6%	2.3	-1.9%	14.1%	-16.5%	-1.3%
COc1cc(OC)cc(-c2c(-c3ccc(F)cc3)c3cc(-c4cccc5[nH]ccc45)ccc3n2C)c1	-2.4%	-22.1%	-2.2%	?	-10.3	-6.6%	-14.4%	-19.0%	10.3%
C=CCn1c(=O)c2ccc(C(=O)NCc3ccccc3)cc2n(Cc2ccc(Cl)cc2)c1=O	-17.7%	?	?	?	37.3	-4.4%	-0.8%	?	9.9%
COc1ccc(Cl)cc1-c1cc(C(=O)NCc2cccs2)[nH]n1	-27.9%	-5.3%	.	0.0%	5.2	.	-29.2%	0.5%	1.7%
COc1cccc(C(=O)NCC(=O)N2CCC3(CC2)NCCc2[nH]cnc23)c1	-2.9%	-2.6%	1.4%	2.5%	-9.2	3.7%	-2.1%	7.1%	-0.6%
CS(=O)(=O)c1nncn1-c1ccccc1	5.1%	5.1%	-3.9%	-9.1%	-16.4	-4.5%[9.22 µM]	20.0%	7.9%	-4.8%
CN(CC(=O)Nc1cccc2ccccc12)C(=O)c1ccc(F)cc1F	1.6%	3.7%	22.5%	-18.5%	0.0	-2.9%	1.7%	0.0%	2.4%
CCOC(=O)C1CCCN(C(=O)COc2ccc(C(=O)c3ccc(F)cc3)cc2)C1 (centres undefined)	-4.5%	-31.3%	13.6%	-20.0%	9.8	2.8%	-2.7%	0.0%	0.5%
Cc1cc(C)c(S(=O)(=O)Nc2nnc(C(C)C)s2)c(C)c1	0.3%	.	-1.0%	1.2%	16.2	-7.2%	1.0%	-12.2%	11.5%
O=C(CCNS(=O)(=O)c1ccc(Br)cc1)N1CCN(c2ccccc2O)CC1	-12.0%	-1.6%	24.3%	-1.0%	-15.6	?	3.8%	-2.4%	-13.7%
COc1ccc(C(=O)n2nc(-c3ccc(OC)cc3)nc2N)cc1	-4.9%	7.0%	25.5%	0.7%	-27.8	2.9%	-9.5%	1.1%	13.2%
CCC(=O)Nc1nc(C)c(C(=O)N2CCCCC2)s1	?	-0.1%	-12.6%	1.1%	16.6	0.3%	18.1%	-2.2%	-7.4%
COCCOC1CCN(C(=O)c2cc(COc3ccc(-n4cncn4)cc3)on2)CC1	0.8%	3.1%	-9.8%	.	6.9	-1.2%	-4.9%	.	-18.5%
CC(C)CNC(=O)CC(c1ccccc1)c1c(O)ccc2ccccc12 (centres undefined)	-12.4%	-22.3%	7.0%	6.6%	-29.8	0.1%	-23.3%	2.0%	-2.5%
CC(C)=CCC(C)(C)CNC(=O)NC1CCCCC1	-3.1%	-2.9%	1.0%	7.5%	9.6	-5.4%	-7.2%	-1.7%	-1.4%
COC(=O)c1cc(C(C)=O)c(C)[nH]c1=O	17.7%	-5.6%	-2.5%	12.5%	13.6	-6.4%	-1.4%	0.0%	3.6%
Nn1c(SCC(=O)N2CCc3ccccc3C2)nnc1-c1cccs1	-1.2%	-9.1%	3.2%	10.0%	10.5	2.6%	-1.1%	-18.9%	-1.7%
O=C(C[n+]1cc(-c2ccc(Cl)c(Cl)c2)n2c1CCC2)OCc1ccccc1	12.3%	6.2%	-10.0%	2.9%	i	-8.5%	4.2%	?	19.1%
c1cnc2ccc(C(c3nnnn3C3CCCCC3)N3CCN4CCCC4C3)cc2c1 (centres undefined)	3.1%	-4.8%	0.4%	4.3%	-20.6	1.3%	2.6%	-0.8%	-4.3%
O=C(CN1CCOCC1)Nc1ccccc1Cl	4.8%	4.0%	?	-3.1%	8.0	-9.1%	-1.1%	11.2%	11.1%
CCN(c1ccccc1)S(=O)(=O)c1ccc(C(=O)Nc2nccs2)cc1	10.0%	-9.1%	15.8%	-8.9%	-11.4	0.5%	16.8%	-21.1%	-6.4%
CC(=O)Nc1ccc(S(=O)(=O)N2CCN(S(=O)(=O)c3ccc(F)c(F)c3F)CC2)cc1	0.0%	.	8.0%	1.4%	-6.5	-19.1%	-14.6%	-16.0%	4.0%
COc1ccc(Nc2nc(C(=O)N3CCc4cc(OC)c(OC)cc4C3)cs2)cc1	?	?	?	?	-15.4	?	-27.5%	8.7%	-8.1%
COc1cc(C(=O)OCC(=O)N(C)C)cc(NC(=O)c2ccco2)c1OC	5.0%	0.7%	0.4%	16.7%	?	-0.1%	-1.6%	-6.1%	1.9%
O=C(NCCc1ccccc1)C1CCCN(c2nc3ccccc3s2)C1 (centres undefined)	-14.4%	-14.8%	19.5%	5.3%	-14.7	1.2%	12.5%	-1.2%	-1.4%[57.1 µM]
O=C(CCCCCN1C(=O)c2ccccc2C1=O)Nc1ccc(F)cc1	-4.1%	-1.4%	1.4%	-2.0%	19.1	2.2%	-2.3%	-13.6%	13.6%
CCc1cc(C(N)=S)ccn1	13.7%&-6.7%	0.6%&-2.2%&16.1%&-1.1%	-13.3%&0.2%&9.5%	0.0%&0.0%	0.2&-5.8	-1.7%&1.2%&0.1%	23.9%&-1.3%	11.0%&1.0%	4.0%&-5.6%
CCn1c(/C=C/c2c(C)[nH]c3ccccc23)nc2ccccc2c1=O	-1.4%	12.5%	?	1.3%	21.4	?	-1.6%	-18.7%	-2.4%
O=C(O)c1ccc(NS(=O)(=O)c2ccc3c(c2)OCCCO3)cc1	27.4%	-0.5%	-7.9%	5.8%	5.5	-27.8%	21.7%	10.1%	-7.8%
Cc1ccc(C)c(N2CCN(C(=O)c3ccc(N4CCOCC4)c([N+](=O)[O-])c3)CC2)c1	-24.3%	-2.0%	29.7%	-3.3%	-51.0*	24.6%	?	3.9%	0.9%
CN(CC(=O)Nc1ccccc1Br)C(=O)c1ccccc1Cc1ccccc1	2.1%	-3.2%	-8.1%	-13.1%	-19.2	3.0%	-4.6%	0.0%	-4.1%
O=C(CN1CCN(S(=O)(=O)c2ccc(Cl)c(Cl)c2)CC1)N1CCCC1	-1.5%	3.9%	9.0%	.	-20.0	-4.2%	-4.1%	.	-6.1%
COc1ccc(OC)c(CNC(=O)C2CCCN(c3ncnc4c3nc3n4CCCCC3)C2)c1 (centres undefined)	-15.5%	-5.1%	15.4%	13.9%	-0.8	-7.1%	0.0%	5.2%	-6.9%
O=C(O)c1ccc(-c2cccc(Cl)c2)o1	-3.9%	3.1%	6.5%	4.3%	-9.7	1.9%	-10.2%	2.7%	-12.4%
Cc1ccc(N2CN=c3s/c(=C\c4ccccn4)c(=O)n3C2)cc1	4.4%	32.5%[activator]	10.4%	4.2%	-22.6	-0.5%	-1.2%	-20.0%	-12.3%
Cc1n[nH]c(C)c1S(=O)(=O)N1CCc2ccccc2C1	2.3%	2.2%	-1.4%	27.2%	-1.4	-33.0%[inhibitor]	3.4%	-1.2%	-1.7%[57.1 µM]

Single records, as listed above. Values in the order: HT1080 IDH1KD tx	ATXN2 expr inh	MCF10A rereplic	KB-3-1 cytotox	IL1B secr inh	SW480 rereplic	HT1080-NT tox	KB-V1 cytotox	WRN helicase inh
Results for O=C(CN1CCN(S(=O)(=O)c2ccc(Cl)c(Cl)c2)CC1)N1CCCC1 = -1.5%	3.9%	9.0%	.	-20.0	-4.2%	-4.1%	.	-6.1%
Results for O=C(O)c1ccc(-c2cccc(Cl)c2)o1 = -3.9%	3.1%	6.5%	4.3%	-9.7	1.9%	-10.2%	2.7%	-12.4%

Bioassay records deposited in PubChem by National Center for Advancing Translational Sciences (NCATS).
